Bcl-B Bim block: disrupts Bim peptide binding to human Bcl-B | Q9HD36 | bead-based flow cytometry | inhibition, % at 10 µM | 190,000 compounds, 0.073% hits;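 also: 0% = tracer peptide without compound and 100% = reference inhibitor peptide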
Target sequence (Q9HD36 whole entry, looked up): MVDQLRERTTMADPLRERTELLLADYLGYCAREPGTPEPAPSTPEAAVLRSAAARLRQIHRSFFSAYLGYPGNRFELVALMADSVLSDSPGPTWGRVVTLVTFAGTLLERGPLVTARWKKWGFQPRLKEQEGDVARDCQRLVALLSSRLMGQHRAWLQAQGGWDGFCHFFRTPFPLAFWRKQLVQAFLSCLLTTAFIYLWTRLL
Bcl-XL Bim block: inhibitors of Bim-Bcl-XL interaction, human; 190,000 compounds, 0.04% hits; Q07817; Bim peptide-Bcl-XL binding, bead flow cytometry, fluorescence; inhibition, % at 10 µM
Target sequence (Q07817 whole entry, looked up): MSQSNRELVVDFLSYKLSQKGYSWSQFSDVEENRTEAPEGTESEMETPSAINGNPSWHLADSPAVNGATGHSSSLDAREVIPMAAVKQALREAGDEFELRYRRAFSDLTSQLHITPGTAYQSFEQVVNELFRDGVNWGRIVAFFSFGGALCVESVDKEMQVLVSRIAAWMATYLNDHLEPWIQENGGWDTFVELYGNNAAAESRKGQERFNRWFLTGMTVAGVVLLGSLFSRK
RGS4-Gao reg: human RGS4-Galphao interaction regulation; P09471; Multiplexed bead flow cytometry, RGS4-Galphao binding; actives lie on both sides; binding response (% of control), % at 10 µM; 220,000 compounds, 0.33% hits; AID 1415; in the data active = binding response below about 49% or above about 150%; inactive = in between;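 also: fluorescent Galphao activated with aluminum fluoride binding bead-coupled RGS4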
Target sequence (P09471 whole entry, looked up): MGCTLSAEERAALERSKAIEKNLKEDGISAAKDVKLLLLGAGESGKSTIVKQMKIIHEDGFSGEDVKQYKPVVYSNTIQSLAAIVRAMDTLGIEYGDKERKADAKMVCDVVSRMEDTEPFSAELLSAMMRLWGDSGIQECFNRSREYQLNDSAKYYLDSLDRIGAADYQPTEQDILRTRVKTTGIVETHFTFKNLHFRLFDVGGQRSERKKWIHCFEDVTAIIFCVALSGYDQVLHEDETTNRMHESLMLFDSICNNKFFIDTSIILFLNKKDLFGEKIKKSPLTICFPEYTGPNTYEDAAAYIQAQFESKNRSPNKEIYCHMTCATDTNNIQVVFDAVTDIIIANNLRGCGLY
RGS8-Gao: regulators of human RGS8-Galphao interaction | P09471 | multiplexed bead flow cytometry, RGS8-Galphao binding; actives lie on both sides | response (percent of control binding), % at 10 µM | 220,000 compounds, 0.34% hits; in the data active = response below about 60% or above about 140%; inactive = in between;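 also: Galphao activated as the GDP aluminium fluoride complex binding bead-coupled RGS8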
Bfl-1 Bim block: inhibitors of Bim-Bfl-1 interaction, human; Q16548; Bead-based flow cytometry, Bim-Bfl-1 binding inhibition; inhibition, % at 10 µM; 190,000 compounds, 0.12% hits; AID 1008;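 also: 0% = wells without compound plus tracer and 100% = blocker peptide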
Bcl-2 Bim block: disrupts Bim peptide binding to human Bcl-2; P10415; Bead-based flow cytometry, Bim peptide-Bcl-2 binding; inhibition, % at 10 µM; 190,000 compounds, 0.06% hits; AID 950; in the data active = inhibition above about 40%; inconclusive = no clear call, values can overlap the other calls;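 also: 0% = no compound wells with probe peptide and 100% = reference peptide inhibitor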
ABCB1 inh: inhibitors of human ABCB1 transporter, ABCG2 counter-screen | AID 1326 | inhibition, % at 6.6 µM | 190,000 compounds, 0.067% hits | CCRF-Adr cells, JC-1 efflux, flow cytometry | P08183; in the data active = inhibition above about 40%;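 also: 0% = vehicle and 100% = reference inhibitor; higher value means more JC-1 retained so stronger ABCB1 efflux block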
Bcl-W Bim block: inhibitors of Bim-Bcl-W interaction, human; 190,000 compounds, 0.02% hits; bead-based flow cytometry, Bim peptide-Bcl-W binding; Q92843; inhibition, % at 10 µM; AID 952;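 also: 0% = bound tracer without compound and 100% = peptide blocker; higher means less fluorescent Bim peptide bound to Bcl-W beads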
Target sequence (Q92843 whole entry, looked up): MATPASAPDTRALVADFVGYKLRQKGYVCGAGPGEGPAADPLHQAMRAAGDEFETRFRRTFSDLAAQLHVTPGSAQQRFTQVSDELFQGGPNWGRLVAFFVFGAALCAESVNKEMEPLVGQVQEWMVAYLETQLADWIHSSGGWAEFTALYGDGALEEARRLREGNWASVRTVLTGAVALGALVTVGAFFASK
ABCG2 inh: blocks JC-1 efflux by human ABCG2 transporter; 190,000 compounds, 0.1% hits; AID 1325; IgMXP3 cells, flow cytometry; inhibition, % at 6.6 µM;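 active = inhibition above 80%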;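 also: 0% = DMSO and 100% = nicardipine control wells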
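test system = two drug-resistant human cell lines, ABCG2 and ABCB1 | amount = 3 million cells/mL final, two lines in 1:1 ratio | reagent = JC-1 transporter substrate | doses = one concentration, 6.6 µM final | incubation = 10 min at 25 °C | signal = flow cytometric JC-1 green MFI at 530 nm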
Mcl-1 Bim block: disrupts Bim peptide binding to human Mcl-1 | Q07820 | Bead-based flow cytometry, Bim peptide-Mcl-1 binding | inhibition, % at 10 µM | 190,000 compounds, 0.1% hits | AID 1009;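 also: 0% = no compound tracer wells and 100% = peptide blocker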
RGS7-Gao reg: modulates binding of RGS7 to human Galphao; Multiplexed bead flow cytometry; actives lie on both sides; binding response (% of control), % at 10 µM; 220,000 compounds, 0.35% hits; in the data active = binding response below about 49% or above about 150%; inconclusive = no clear call, values can overlap the other calls; inactive = in between;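 also: fluorescent Galphao held in activated GDP-AlF4 state binding bead-coupled RGS7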
Numbers without * were called inactive; ? = inconclusive; & = joins results of further samples. Rule as the data show it, unless noted: active = inhibition above about 40%.

SMILES	Bcl-B Bim block	Bcl-XL Bim block	RGS4-Gao reg	RGS8-Gao	Bfl-1 Bim block	Bcl-2 Bim block	ABCB1 inh	Bcl-W Bim block	ABCG2 inh	Mcl-1 Bim block	RGS7-Gao reg
N#Cc1nnn(-c2ccc(Cl)cc2)c1N	-2	0	105&104	103&104	-3	2	0.3	0	3	0	?
CS(=O)(=O)N1CCN(C2CCN(Cc3ccccc3)CC2)CC1	-6	-5	99	102	-10	-4	0.7	-3	1	0	98
COc1ccc(-n2nnnc2SC(C)C(N)=O)cc1 (stereo unspecified)	-5	0	97	98	-12	-4	0.4	1	2	-1	99
CC(C)OC(=O)CCC1(C(=O)O)CCC(=O)NC1 (stereo unspecified)	-2	-2	94	101	-4	0	0.2	0	0	-2	91
CN(CCCNC(=O)C1CCN(S(=O)(=O)c2cccc3nsnc23)CC1)Cc1ccccc1	0	-2	97	97	-2	-1	0.2	-2	1	0	98
CCOC(=O)C(C)c1nc2ccccc2[nH]c1=O (stereo unspecified)	0	-1	102	100	-2	-2	0.1	-1	0	0	100
O=C(COc1ccc(Cl)cc1Cl)NN=C1CCCCC1	-6	-4	103	102	0	-3	-1.0	0	-4	-6	107
O=C(Cn1c(=O)oc2ccccc21)NC(=O)NCc1ccccc1	-2	-1	99	98	-4	-4	-2.6	-2	-1	-1	102
O=C(CCS(=O)(=O)Cc1ccccc1)N1CCN(Cc2ccccc2)CC1	-2	0	102	104	0	1	-0.1	0	-1	0	101
CCn1ncc(-c2ccnc3cc(C(=O)O)nn23)c1C	4	0	123	90	4	2	-0.5	1	0	0	?
Cc1ccc(C2=NC3(CCCC3)NC2=S)cc1	-19	-7	105	103	-4	-4	2.6	1	8	-1	105
COC(=O)Nc1nnc(Cc2ccccc2)s1	0	-1	101	100	-1	-2	0.2	0	1	-2	99
O=C(Cc1ccccc1[N+](=O)[O-])NCc1ccco1	-8	-2	101	101	-5	0	0.2	0	13	-2	99
CC1(C)CC(N(Cc2ccco2)C(=O)Cc2ccccc2)CCO1 (stereo unspecified)	-7	-4	101	101	-7	-4	0.9	1	10	-5	99
O=C(c1sc(N2CCOCC2)nc1-c1ccccc1)N1CCCCC1	28	27	100	103	24	17	0.5	20	0	25	100
COc1c(C)cc(Br)cc1C(=O)Nc1cccc(-c2nc3ncccc3o2)c1	5	13	101	105	-9	-4	0.6	8	3	5	101
COc1ccc(NC(=O)CN(C)CC(=O)Nc2cccc(C(F)(F)F)c2)cc1	-3	-3	106	101	-4	-2	0.8	1	6	0	?
CCn1nnnc1SCC(=O)Nc1cc(OC)cc(OC)c1	-7	-4	104	102	-12	-4	0.8	-3	5	-1	103
O=C(OCc1ccc(Br)cc1)c1cccc(-c2nnc(-c3ccccc3)o2)c1	-8	-14	94	99	-9	-10	0.9	-4	16	-4	96
COc1ccc(-n2nnnc2SCC(=O)NCc2ccco2)cc1OC	-9	-14	105	102	-10	-8	0.9	-1	8	-2	104
CCCC(C(=O)OCC)P(=O)(c1ccccc1)c1ccccc1 (stereo unspecified)	-7	0	101	102	-12	-10	-0.3	4	0	0	102
CCCOc1ccccc1NC(=O)CC1Nc2ccccc2NC1=O (stereo unspecified)	-6	-3	100	98	-2	-2	0.4	-2	-6	-3	96
Cc1cc(N2CCN(C)CC2)nc2ccc(NC(=O)c3ccc4c(c3)OCO4)cc12	6	6	87	98	0	3	0.2	4	1	6	89
CCN(CC)C1=CC(=O)OC12CCCCC2	-9	-3	102	102	-8	-8	-6.7	1	-6	0	98
O=C(c1sc2cccc(F)c2c1Cl)N1CCN(c2ncccn2)CC1	1	2	88	87	4	2	0.4	3	5	0	89

The listing continues:
SMILES	Bcl-B Bim block	Bcl-XL Bim block	RGS4-Gao reg	RGS8-Gao	Bfl-1 Bim block	Bcl-2 Bim block	ABCB1 inh	Bcl-W Bim block	ABCG2 inh	Mcl-1 Bim block	RGS7-Gao reg
COc1cccc(NC(=S)NCCC(c2ccccc2)c2ccccc2)c1	-12	-8	103	104	-15	-13	0.4	-2	3	-5	101
CCCCSC1=C(C#N)C(c2ccccc2C)CC(=O)N1 (stereo unspecified)	-6	-3	97	100	-7	-4	0.5	0	2	2	98
Nc1nc(N2CCN(c3ccccc3)CC2)n[nH]1	1	0	102	102	-3	0	-0.4	-1	-1	1	110
CCNc1ccc(C(=O)OCC)cc1NC(=O)c1cc(S(=O)(=O)N2CCOCC2)ccc1C	-10	-7	98	99	-16	-8	0.2	0	4	-4	97
Cc1ccc2nc(-c3ccccn3)cc(C(=O)NC3CCN(C)CC3)c2c1	3	1	99	101	-2	-1	0.2	0	0	2	98
C[N+]1(CC(=O)OCCCc2ccccc2)CCCCC1	-4	1	96	97	-2	-2	-0.1	0	-1	-7	92
CC1(C)SC(=Nc2ccccc2)N(S(=O)(=O)c2ccccc2)C1=O	-6	-9	111	111	-4	-7	0.1	-8	0	-6	109
C=CCn1c(SCC(=O)NCC2CCCO2)nnc1-c1ccccc1 (stereo unspecified)	-4	0	105	103	-3	-3	1.7	2	5	2	104
Cc1ccc(C)c(N2CCN(S(=O)(=O)c3ccc4c(c3)CCC(=O)N4)CC2)c1	-9	-1	101	103	-12	-7	3.5	1	31	2	101
CCN(CC)CC(=O)Nc1ccc(-c2ccc(NC(=O)CN(CC)CC)c(OC)c2)cc1OC	-1	-3	100	101	-2	-2	0.3	-3	3	0	?
CCCCNC(=O)c1onc(CSc2ccccc2F)c1C(=O)O	-2	-10	99	99	-3	-9	0.3	-10	4	-8	98
CCc1nnc(NS(=O)(=O)c2ccc(N=Cc3c(C)[nH]n(-c4cccc(Cl)c4)c3=O)cc2)s1	-9	-5	85	87	-3	-10	-1.3	0	-8	0	76
CN1CCN(C(=S)NC(=O)/C=C/c2ccccc2)CC1	-5	-1	88	104	-5	-2	-0.3	-5	-1	-3	95
COCCn1c(=NC(=O)c2ccc3c(c2)OCCO3)sc2cc(S(N)(=O)=O)ccc21	-6	-4	100	103	-7	-6	0.7	-5	19	-3	107
O=c1cc(N2CCc3ccccc32)[nH]c(=O)n1-c1ccc(Cl)cc1	-4	-8	99	100	-4	-2	0.5	-3	5	-3	97
O=C(O)C1C2C=CC(O2)C1C(=O)NCc1ccc(Cl)cc1 (stereo unspecified)	0	1	99	103	-1	-3	0.2	0	1	-2	99
Cc1c(C(=O)Nc2nc3ccccc3[nH]2)oc2ccccc12	-2	-3	96	104	0	-2	0.1	0	2	-3	109
COc1ccc(-n2c(-c3ccc(Br)cc3)c[n+]3c2CCc2ccccc2-3)cc1	-11	-7	100	100	-3	-7	0.8	-5	6	-8	97
CN(C)c1ccc(Nc2nc(N)c([N+](=O)[O-])c(N3CCOCC3)n2)cc1	9	4	100	98	29	15	0.9	23	20	1	95
Cc1ccc(NS(=O)(=O)c2ccc(Br)s2)cc1S(=O)(=O)N1CCOCC1	1	-1	95	99	-4	0	-0.4	-2	-2	0	90
Cc1cccc2nc(CSc3nnc4ccccn34)cn12	-12	-7	101	101	-19	-9	-0.3	-1	6	-5	98
O=C(Nc1cccc(C(F)(F)F)c1)c1cccnc1NCCc1ccccc1	-8	-7	104	105	-9	-14	0.7	-4	6	-4	104
Cc1ccc(/C=N/N=C2/NC(=O)C(CC(=O)N3CCOCC3)S2)cc1 (stereo unspecified)	-29	-2	101	99	6	2	0.4	0	1	-5	106
COCCCn1c(=O)c2ccccc2c2ccccc2c1=O	0	0	104	100	0	0	0.8	-2	5	0	100
CN1/C(=C\C(=O)CSc2nncn2C)C(C)(C)c2ccccc21	-8	-8	102	105	-4	-2	-0.2	-7	-2	-3	104
COc1cccc(NC(=O)CN2C(=O)NC(C)(CC(C)C)C2=O)c1 (stereo unspecified)	-4	-3	101	103	-8	-3	0.1	-3	1	0	100
CN1CCN(C(=O)CCc2nc3ccccc3n2-c2ccccc2)CC1	-9	-8	98	97	-4	-4	0.8	-7	27	-6	92
COc1cccc(C(=O)c2c[nH]c(C(=O)NCc3cccs3)c2)c1	-1	-1	100	101	0	0	0.3	-3	2	-3	103
Cc1nc(SCC(=O)c2ccccc2)c([N+](=O)[O-])[nH]1	-7	-2	105	101	-8	-6	0.9	-1	9	-2	98
Cc1ccc(NS(=O)(=O)c2ccc(NC(=O)c3cccc(NC(=O)C(C)C)c3)cc2)cc1	-3	-2	101	94	-3	-2	-0.3	-4	0	-1	100

In the list so far, these have an aryl methoxy group.
SMILES	Bcl-B Bim block	Bcl-XL Bim block	RGS4-Gao reg	RGS8-Gao	Bfl-1 Bim block	Bcl-2 Bim block	ABCB1 inh	Bcl-W Bim block	ABCG2 inh	Mcl-1 Bim block	RGS7-Gao reg
COc1ccc(-n2nnnc2SC(C)C(N)=O)cc1 (stereo unspecified)	-5	0	97	98	-12	-4	0.4	1	2	-1	99
COc1c(C)cc(Br)cc1C(=O)Nc1cccc(-c2nc3ncccc3o2)c1	5	13	101	105	-9	-4	0.6	8	3	5	101
COc1ccc(NC(=O)CN(C)CC(=O)Nc2cccc(C(F)(F)F)c2)cc1	-3	-3	106	101	-4	-2	0.8	1	6	0	?
CCn1nnnc1SCC(=O)Nc1cc(OC)cc(OC)c1	-7	-4	104	102	-12	-4	0.8	-3	5	-1	103
COc1ccc(-n2nnnc2SCC(=O)NCc2ccco2)cc1OC	-9	-14	105	102	-10	-8	0.9	-1	8	-2	104
COc1cccc(NC(=S)NCCC(c2ccccc2)c2ccccc2)c1	-12	-8	103	104	-15	-13	0.4	-2	3	-5	101
CCN(CC)CC(=O)Nc1ccc(-c2ccc(NC(=O)CN(CC)CC)c(OC)c2)cc1OC	-1	-3	100	101	-2	-2	0.3	-3	3	0	?
COc1ccc(-n2c(-c3ccc(Br)cc3)c[n+]3c2CCc2ccccc2-3)cc1	-11	-7	100	100	-3	-7	0.8	-5	6	-8	97
COc1cccc(NC(=O)CN2C(=O)NC(C)(CC(C)C)C2=O)c1 (stereo unspecified)	-4	-3	101	103	-8	-3	0.1	-3	1	0	100
COc1cccc(C(=O)c2c[nH]c(C(=O)NCc3cccs3)c2)c1	-1	-1	100	101	0	0	0.3	-3	2	-3	103

Structural class: the compounds so far with a CF3 group
SMILES	Bcl-B Bim block	Bcl-XL Bim block	RGS4-Gao reg	RGS8-Gao	Bfl-1 Bim block	Bcl-2 Bim block	ABCB1 inh	Bcl-W Bim block	ABCG2 inh	Mcl-1 Bim block	RGS7-Gao reg
COc1ccc(NC(=O)CN(C)CC(=O)Nc2cccc(C(F)(F)F)c2)cc1	-3	-3	106	101	-4	-2	0.8	1	6	0	?
O=C(Nc1cccc(C(F)(F)F)c1)c1cccnc1NCCc1ccccc1	-8	-7	104	105	-9	-14	0.7	-4	6	-4	104
